Compound activity (PubChem BioAssay)
KB-3-1 cytotox: kills parental KB-3-1 adenocarcinoma cells; KB-3-1 viability, CellTiter-Glo ATP luminescence, 72 h; Potency, µM (series often up to 46.1 µM), inactives show at the top dose activity change, negative = cytotoxic, hits mostly cytotoxic; 400,000 tested, 1.4% active; AID 1347075; further: on the % scale 0 is the no-effect control and ±100 the full control effect; nearly all actives have a fitted effect of over 60% in size
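Here the drug-naive KB-3-1 line serves as comparator for MDR sub-line selectivity; cells received compound titrations, 72 h at 37 °C, then CellTiter-Glo readout.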
HT1080-NT tox: kills 2HG-producing HT-1080-NT fibrosarcoma cells | HT-1080-NT fibrosarcoma viability, CellTiter-Glo ATP luminescence, 48 h | Potency, µM (highest dose often 46.1 µM), inactives show at the highest dose activity, negative = less viability, most hits filed as cytotoxic | 360,000 tested, 1.6% active | AID 686970;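 further: NT is the 2HG producing partner of a matched IDH1 knockdown line; 0% = DMSO-treated cells and -100% = media-only wells without cells; nearly all actives have a fitted effect of over 55% in size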
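Toxicity toward the 2HG-producing NT line was scored as %Activity, normalised to DMSO and no-cell wells, from CellTiter-Glo luminescence after 48 hours' treatment.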
GLP-1R inv ag: GLP-1 receptor (human) inverse agonism; Potency, µM (titrated, usually from 38.3 µM), inactives show at the top dose activity change, negative = inhibition, most hits filed as inhibitors; HEK293 GLP-1R CRE-luciferase, luminescence, 24 h; GLP-1R form is constitutively active; P43220; 410,000 tested, 1.6% active; further: on the % scale 0 is the no-effect control and ±100 the full control effect; nearly all actives have a fitted effect of over 55% in size
Target sequence (P43220 whole entry, looked up): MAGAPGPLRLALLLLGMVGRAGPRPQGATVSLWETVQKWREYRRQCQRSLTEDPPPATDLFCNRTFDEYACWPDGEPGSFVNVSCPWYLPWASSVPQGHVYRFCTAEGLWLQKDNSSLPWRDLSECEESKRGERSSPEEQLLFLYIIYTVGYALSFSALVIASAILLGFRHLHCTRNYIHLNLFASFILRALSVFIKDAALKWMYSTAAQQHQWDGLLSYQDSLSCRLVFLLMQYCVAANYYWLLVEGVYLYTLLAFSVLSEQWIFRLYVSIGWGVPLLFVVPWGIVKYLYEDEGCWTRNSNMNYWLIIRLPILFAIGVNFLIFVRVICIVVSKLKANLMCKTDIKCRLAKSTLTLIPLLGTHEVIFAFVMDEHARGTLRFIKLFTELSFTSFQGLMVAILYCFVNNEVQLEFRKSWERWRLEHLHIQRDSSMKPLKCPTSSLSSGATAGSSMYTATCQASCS
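Using stably transfected HEK293 (constitutively active GLP-1R, cAMP-luciferase reporter), compounds were incubated 24 hr and luciferase measured by luminescence.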
TDP-43 yeast inh: inhibitors of TDP-43 toxicity in yeast; 410,000 tested, 1.8% active; TDP-43 expressing yeast growth rescue, BacTiter-Glo, 24 h; Potency, µM (titrated, usually from 46.1 µM), for inactives: at the top dose growth rescue (activation), hits mostly activators; further: % of control where 0% means no effect; nearly all actives have a fitted effect of over 50% in size
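In this qHTS, compounds that restore growth of yeast expressing TDP-43 appear as activators. Cells (OD600=0.02, galactose medium, raffinose-pregrown) are incubated with compound 24 hr at 30 deg C and growth is quantified by BacTiter-Glo.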
KB-V1 cytotox: KB-V1 MDR subline cytotoxicity | 400,000 tested, 3.4% active | Potency, µM (highest dose often 46.1 µM), for the others: at the highest dose activity change, negative = cytotoxicity, most hits filed as cytotoxic | KB-V1 MDR cells viability, CellTiter-Glo, 72 h; further: on the % scale 0 is the no-effect control and ±100 the full control effect; nearly all actives have a fitted effect of over 60% in size
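Readout: CellTiter-Glo luminescence, 10 min after addition. Cells: KB-V1 MDR subline, 72 h at 37 degrees C with compound. Analysis: corrected, normalized data fitted to concentration-effect curves.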
GLP1R cytotox: cytotoxicity counter-screen for GLP-1 receptor inverse agonists | HEK293 cAMP-luciferase reporter cells, luminescence, 24 h | Potency, µM (highest dose often 38.3 µM), for inactives: at the top dose activity change, negative = inhibition, usual class: inhibitors | 410,000 tested, 0.13% active | AID 624418;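 further: loss of luciferase light is scored as toxicity; on the % scale 0 is the no-effect control and ±100 the full control effect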
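Quantitative HTS format, 1536 wells, 200 cells/uL seeded. Compounds: 23 nL, 24 h, 37 °C. Detection: luciferase reagent, luminescence at 12 min RT; decreased signal taken as cytotoxic.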
SW480 rerep: inducers of DNA re-replication in SW480 colon cancer cells; SW480 DNA re-replication, Hoechst DNA content imaging, 48 h; Potency, µM (titrated, usually from 46.1 µM), for the others: at the top dose re-replication activation, most hits filed as activators; 340,000 tested, 1.8% active; further: % of control where 0% means no effect; nearly all actives have a fitted effect of over 55% in size
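Per well, 250 cells were exposed to pinned compound for 48 hr. Nuclear DNA was visualised with Hoechst (40 min, 37 C) and total object intensity recorded by fluorescence scanning.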
HT1080 IDH1KD tx: kills HT-1080 cells with IDH1 knockdown; AID 686971; HT-1080 IDH1 knockdown viability, ATP luminescence, 48 h; 360,000 tested, 2% active; Potency, µM (series often up to 46.1 µM), inactives show at the top dose activity, negative = toxicity, actives largely listed as cytotoxic;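 further: 0% = DMSO wells and -100% = cell-free medium wells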
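Luminescent ATP read-out (CellTiter-Glo, 10 min at room temperature) after 48 h compound exposure at 37 °C gave viability of IDH1-knockdown HT-1080 cells. Activity was normalised to DMSO and cell-free wells, then fitted as concentration-response curves.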
GLP-1R agonist: activates the human GLP-1 receptor; HEK293 GLP-1R CRE-luciferase, luminescence, 4-6 h; cells express a hypersensitive GLP-1R form; 380,000 tested, 0.007% active; Potency, µM (series often up to 45.6 µM), inactives show at the top dose activation, most hits filed as activators; AID 624172; further: % of control where 0% means no effect
* marks the source's active call; other numbers are inactive results; ? = inconclusive; · = no result given; [ ] = another dose, or the depositor's remark. The call rests on the fitted dose curve; in most records, active means well fitted curve in the direction sought with a large enough effect; inconclusive means small, poorly fitted or top-dose-only effect, or another doubt; inactive means no such curve, though single readings can be large; an effect the other way counts as inactive or inconclusive. Potency means the concentration at half of the fitted maximal effect.

The line under a structure holds: KB-3-1 cytotox, HT1080-NT tox, GLP-1R inv ag, TDP-43 yeast inh, KB-V1 cytotox, GLP1R cytotox, SW480 rerep, HT1080 IDH1KD tx, GLP-1R agonist
O=C(Nc1nnc([C@H]2C[C@H](O)[C@@H](CO)O2)s1)c1ccc(Oc2ccccc2)cc1
 : 10.2%, -1.0%, 4.9%, 9.8%, -8.5%, 4.6%, ·, 0.8%, -3.1%
CC1(c2ccc(O)cc2)NC(=O)N(c2ccccc2)N1 (stereo not given)
 : -3.0%, 5.8µM*, 3.16µM*, -13.8%, 0.6%, -9.0%, 4.9%, 10.3µM*, 3.3%
O=C(CSc1nnc2ccccn12)Nc1ncc(Cl)cc1Cl
 : 0.1%, 6.2%, 0.0%, -34.1%[inhibitor], -4.1%, 2.7%, -14.7%, ?, -10.3%
Cc1ccc(OCC(=O)Nc2ccc3c(c2)nc(CCN2CCC(C)CC2)n3C)cc1
 : -9.3%, ?, ?, -11.3%, 2.9%, ?, ?, ?, 4.5%
Nc1nc(SCC(=O)Nc2ccccc2C(F)(F)F)[nH]c(=O)c1-c1ccccc1
 : -2.7%, 1.3%, -16.5%[7.66 µM], -8.1%[9.22 µM], -5.0%, 0.9%[7.66 µM], -6.2%, 9.6%, 1.2%
CC1CCN(C(=O)C2CCN(C(=O)c3ccc(C(C)(C)C)cc3)CC2)CC1
 : -21.6%, -1.4%, ?, 11.8%, -23.4%, 2.3%, -7.3%, -1.7%, 11.8%
CC1CCCN(C(=O)CCCC(=O)N2CCCC(C)C2)C1 (stereo not given)
 : 8.7%, -2.5%, 5.9%, 13.1%, -10.3%, 0.9%, -16.4%, 9.6%, -1.7%
CSCCC(NC(=O)c1ccc([N+](=O)[O-])cc1Cl)C(=O)OCC(=O)N1CCN(C(C)=O)CC1 (stereo not given)
 : -1.6%, -1.3%, -4.0%, -7.2%, 2.8%, 22.7%, -0.7%, -0.6%, -11.5%
O=C(CN1C(=O)C(=O)N(C2CCCC2)C1=O)Nc1ccc(OC(F)F)cc1
 : 0.0%, 2.6%, -12.7%, 11.8%, 3.8%, 1.4%, -3.0%, 14.1%, -4.8%
O=S(=O)(Nc1ccncc1)c1ccc(Cl)c(Cl)c1
 : -1.8%, -10.7%, -10.4%, -15.7%, -7.9%, 3.0%, 0.2%, 2.5%, 0.1%
COC(=O)c1ccc(-n2ccnc2)cc1
 : ?, -0.2%, 28.2%, -2.6%, 3.8%, 0.0%, 1.2%, 15.0%, 10.4%
O=C(NCc1cccs1)C(Cc1ccccc1)n1cccc1 (stereo not given)
 : -5.5%, 1.4%, ?, 12.7%, -15.1%, 10.9%, -3.2%, -3.3%, 10.8%
CC1C(=O)N2CCCc3cc(S(=O)(=O)N4CCCCC4)cc1c32 (stereo not given)
 : -0.8%, 5.8%, 8.3%, 12.1%, -27.5%, 2.7%, -3.0%, 1.0%, 3.4%
CCn1c(SCC(=O)OCC(=O)N2c3ccccc3NC(=O)C2(C)C)nnc1-c1ccco1
 : 1.5%, 11.2%, 0.0%, -13.3%, 17.5%, 2.6%, -1.8%, 9.7%, -3.8%
COc1cc(C(=O)N2CCC(NC(=O)C(Cc3ccc(C(C)C)cc3)NC(C)=O)CC2)cc(OC)c1OC (stereo not given)
 : -4.9%, 6.1%, 27.5%, -5.5%, 3.9%, -3.7%, -2.5%, 7.9%, 7.6%
N#Cc1cc2c(=O)n3ccccc3nc2n(-c2ccc(Cl)cc2)c1=O
 : -7.1%, -1.6%, 6.0%, -11.8%, -26.0%, 160.6%[activator], ?, 0.9%, -1.3%
CCN(C(=O)CSc1nnc(-c2c[nH]c3ccccc23)n1C1CC1)C1CCS(=O)(=O)C1 (stereo not given)
 : 15.6%, 0.3%, -7.3%, 15.2%, -15.1%, -5.4%, 0.8%, 3.8%, 0.7%
Cn1nnnc1SCc1nc2ccccc2s1
 : -0.7%, 4.4%, 15.8%, 12.7%, -3.2%, -2.5%, -0.9%, 3.8%, -5.6%
CSc1nc2ccc(S(=O)(=O)N3CCCC3)cc2s1
 : -0.1%, 4.9%[9.24 µM], 1.4%, -32.7%[inhibitor], -15.3%, -20.0%, -5.3%, -27.6%, 4.9%
O=C(CSc1nnc(Cc2cccs2)n1C1CCCCC1)N1CCCc2ccccc21
 : ?, -15.0%, 3.55µM*, 15.4%, 20.6µM*, ?, ?, ?, 0.8%
Cc1cc(C(=O)COC(=O)c2ccc(O)cc2)c(C)n1CC1CCCO1 (stereo not given)
 : 3.7%, -1.8%, -20.6%, -7.8%, ?, 14.3%, -0.1%, 0.2%, 1.4%
CCOC(=O)c1ccc(NC(=O)c2ncn3c2C(=O)NC[C@H]3C)cc1
 : ?, 0.8%, 34.9%, 28.7%, ?, 2.5%, ·, -0.2%, -3.5%
C/C(=N\NC(=O)Cc1csc(N2CCOCC2)n1)c1ccc(Cl)c(Cl)c1
 : -0.5%, 13.5%, 9.4%[7.66 µM], -2.5%, ?, 7.5%[7.66 µM], 2.1%, -0.4%, -0.6%
CCOC(=O)N1CCN(c2nc(-c3ccc(F)cc3)cs2)CC1
 : 0.1%, -19.2%, -13.8%, 20µM*, -6.2%, -17.9%, 1.7%, -27.6%, -4.3%
COC(=O)CSc1nnc(CNC(=O)Cc2ccccc2)n1C
 : -22.9%, 4.2%, -3.7%, -28.1%, -2.4%, 8.5%, 6.5%, -15.1%, -2.2%
Nc1nnc(C(=O)c2ccccc2N)s1
 : 5.6%, ?, 7.7%, -6.3%, -11.3%, 8.0%, ?, ?, 25.8%
Cc1cccc(N2CCN(C(=O)CCCn3c(=O)c4cccn4c4cccnc43)CC2)c1C
 : -74.2%, ?, ?, ?, ?, ?, -14.9%, ?, 19.3%
S=C(NNc1ccc2ccccc2c1)NC1CCCCC1
 : ?, -3.4%, 10µM*, ?, ?, ?, ?, -13.5%, 0.3%
CCc1noc(C)c1C(=O)N1CCCSC1=Nc1ccccc1Cl
 : -19.9%, -6.5%, ?, -37.5%[inhibitor], ?, 0.9%, -26.8%, -1.4%, 7.2%
CCCc1nc2ccccc2c(=O)n1CC(=O)c1ccc(OC)cc1
 : 15.9%, 13.7%, 2.8%, -24.2%, 5.6%, -3.6%, 19.0%, 4.8%, 21.8%
CC1(C)Oc2ccc3ccc(=O)oc3c2/C(=C/Nc2cccc(O)c2)C1=O
 : -2.6%, ?, 7.4%, 2.2%, ?, -28.5%, ?, ?, ?
CCOC(=O)c1cc(-c2ccc(C)cc2)n(CCC(=O)NCCN(C)C)c1C
 : -3.7%, ?, ?, -13.6%, ?, -12.5%, 0.8%, ?, -6.8%
Cc1ccc(NC(=O)N(CCCN2CCOCC2)Cc2cccnc2)cc1C
 : 0.5%, 0.0%, 17.8%, 12.2%, -19.6%, -22.9%, -2.2%, -0.4%, -4.8%
COc1ccccc1Nc1nc(-c2ccccc2)c(CC(=O)O)s1
 : 9.9%, ·, ?, 6.3%, 12.7%, 3.6%, ·, ·, 0.1%
CC1(C)CC(NC(=O)Nc2ccc([N+](=O)[O-])cc2)CC(C)(C)N1
 : 1.0%, 0.2%, ?, 17.3%, 2.7%, 46.5%[activator], -4.7%, -2.1%, -1.9%
O=C(CCNC(=O)c1ccccc1Cl)NCC1COc2ccccc2O1 (stereo not given)
 : 8.7%, 0.6%, -24.6%, -4.1%, 0.1%, -5.0%, -21.3%, 1.0%, 5.3%
CCCCN(CCCC)C(=O)CSc1nnc(-c2cc(OC)c(OC)c(OC)c2)o1
 : ?, 7.9%, 0.0%, -17.5%, 12.6µM*, 2.4%, -0.1%, -12.4%, 4.7%
CCCCN1CC(=O)N2[C@H]3c4ccc(OC)cc4OC[C@@H]3[C@H](c3ccccc3)[C@]2(C)C1=O
 : 9.8%, 0.0%, ?, 0.5%, 0.0%, 2.2%, -2.5%, 0.0%, 9.1%
Cc1cc(NC(=O)CCC(=O)N(c2ccc(F)cc2)C(C(=O)NC2CCCC2)c2ccncc2)no1 (stereo not given)
 : -3.9%, 8.1%, 17.9%, ?, 0.0%, -3.6%, -8.8%, 16.5%, -1.4%
C=C1N(CCCCCC(=O)O)C(=O)OC12CCCCC2
 : -4.4%, 10.0%, 8.3%, -1.4%, 16.2%, 0.6%, -11.3%, 2.6%, -7.7%
Cn1c(Cl)c(C(=O)Nc2ccccc2)c2ccccc21
 : -3.3%, 0.0%, -30.1%, -7.0%, -11.2%, -13.5%, 8.3%, -13.8%, 1.5%
COC(=O)C1CCN(C(=O)COC(=O)CNS(=O)(=O)c2ccc(SC)c([N+](=O)[O-])c2)CC1
 : -2.0%, -1.5%, 2.9%, 12.8%, 3.3%, 6.3%, -3.6%, 9.0%, 19.1%

Given as labelled records: entries from further up.
Cc1cc(C(=O)COC(=O)c2ccc(O)cc2)c(C)n1CC1CCCO1 (stereo not given)
- KB-3-1 cytotox = 3.7%
- HT1080-NT tox = -1.8%
- GLP-1R inv ag = -20.6%
- TDP-43 yeast inh = -7.8%
- KB-V1 cytotox = ?
- GLP1R cytotox = 14.3%
- SW480 rerep = -0.1%
- HT1080 IDH1KD tx = 0.2%
- GLP-1R agonist = 1.4%

O=C(CSc1nnc(Cc2cccs2)n1C1CCCCC1)N1CCCc2ccccc21
- KB-3-1 cytotox = ?
- HT1080-NT tox = -15.0%
- GLP-1R inv ag = 3.55µM*
- TDP-43 yeast inh = 15.4%
- KB-V1 cytotox = 20.6µM*
- GLP1R cytotox = ?
- SW480 rerep = ?
- HT1080 IDH1KD tx = ?
- GLP-1R agonist = 0.8%

Four compounds from above, limited to KB-3-1 cytotox, GLP-1R agonist and GLP-1R inv ag.
Molecule	KB-3-1 cytotox	GLP-1R agonist	GLP-1R inv ag
Cc1ccc(NC(=O)N(CCCN2CCOCC2)Cc2cccnc2)cc1C	0.5%	-4.8%	17.8%
COc1ccccc1Nc1nc(-c2ccccc2)c(CC(=O)O)s1	9.9%	0.1%	?
CC1(C)CC(NC(=O)Nc2ccc([N+](=O)[O-])cc2)CC(C)(C)N1	1.0%	-1.9%	?
O=C(CCNC(=O)c1ccccc1Cl)NCC1COc2ccccc2O1 (stereo not given)	8.7%	5.3%	-24.6%
